# E-sel inducer = induces E-selectin expression in human endothelial cells; HUVEC E-selectin immunofluorescence imaging; normalized: neutral wells 0, TNF-alpha wells 100; hit rate 0.37% among 260,000; AID 686992; activation, % at 7.58 µM; P16581;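 active = mean E-selectin-positive cell signal at least 10% of the positive control, reached in at least 60% of replicates, without over 20% cell loss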;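 note: in these data hits start at about 27%; measured in HUVEC primary endothelial cells; signal is the percent of cells scored E-selectin positive by PE staining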
# Target sequence (P16581 whole entry, looked up): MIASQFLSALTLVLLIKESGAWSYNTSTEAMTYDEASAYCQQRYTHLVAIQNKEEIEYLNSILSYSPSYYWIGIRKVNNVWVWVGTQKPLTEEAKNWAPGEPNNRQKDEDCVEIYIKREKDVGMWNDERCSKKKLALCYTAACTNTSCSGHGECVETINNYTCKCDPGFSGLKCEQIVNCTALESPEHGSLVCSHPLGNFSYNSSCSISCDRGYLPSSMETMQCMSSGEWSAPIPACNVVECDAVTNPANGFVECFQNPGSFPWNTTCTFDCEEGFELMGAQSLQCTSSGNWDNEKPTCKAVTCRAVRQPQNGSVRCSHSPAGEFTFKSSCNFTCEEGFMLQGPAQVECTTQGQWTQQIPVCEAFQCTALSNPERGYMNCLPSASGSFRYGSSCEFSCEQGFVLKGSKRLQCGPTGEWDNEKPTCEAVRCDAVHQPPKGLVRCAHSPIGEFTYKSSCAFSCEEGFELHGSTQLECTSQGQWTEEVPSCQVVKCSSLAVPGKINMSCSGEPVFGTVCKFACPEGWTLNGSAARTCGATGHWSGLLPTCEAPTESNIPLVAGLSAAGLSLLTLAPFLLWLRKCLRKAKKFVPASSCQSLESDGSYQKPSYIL
#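 Test system – human umbilical vein endothelial cells (HUVEC), E-selectin induction · Input – 3,000 HUVEC seeded per well · Buffer or medium – EGM-2, gelatin · Compound dosing – single-point compound dose · Detection – immunofluorescence imaging · Measure – percent E-selectin-positive cells · Controls – TNF-alpha high, DMSO low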
# miR-122 sensor = blocks miR-122 activity in Huh7 sensor cells; Huh7 miR-122 Renilla luciferase sensor, 48 h; neutral wells = 0, positive control = 100; activation (reporter increase), % at 12.5 µM; hit rate 0.3% among 340,000;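 active = mean replicate activation score at least 90 and every replicate individually at or above 90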;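 note: higher luciferase means less miR-122 activity so hits act as miR-122 inhibitors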
# PglD DTNB = inhibitors of Campylobacter jejuni PglD acetyltransferase; purified PglD enzyme, DTNB colorimetric CoA detection; inhibition, % at 12.5 µM; hit rate 0.098% among 360,000; AID 602405; in the data active = inhibition above about 16%, passing the limit was not always enough; note: strong numbers were not always called active
# RAD54 inh = inhibitors of human RAD54 branch migration; RAD54 Holliday junction branch migration, FAM/BHQ fluorescence; AID 602329; inhibition, % at 10.4 µM; hit rate 0.14% among 360,000; Q92698;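 active = mean normalized replicate activity at least 40 and at least half of replicates scoring 40 or more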;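 note: 0% = median of neutral control wells and 100% = median of positive control wells; inhibitors cause a drop in the FAM fluorescence signal; in these data hits start at about 50%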
# ERAP1 inh = ERAP1 (human) enzyme inhibition | Q9NZ08 | recombinant ERAP1, Leu-AMC fluorescence, 60 min | inhibition, % at 10.7 µM | hit rate 0.15% among 340,000 | AID 652197;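 active = mean replicate inhibition of at least 30%, or all replicates individually reaching that 30% level; inactive = mean below 30% and not every replicate reaching it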;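 note: 0% = neutral control wells and 100% = L-leucinethiol positive control wells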
# PGC1a acetyl inh = modulators of PGC1a acetylation; U2OS PGC1a acetylation, AlphaScreen anti-acetyl-lysine; with virally co-expressed GCN5 acetyltransferase; inhibition, % at 15.6 µM; hit rate 0.17% among 350,000; AID 651687;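 active = every replicate shows inhibition of at least 40%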;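 note: 0% = neutral control wells and 100% = positive control wells; some results beyond the cut were filed as inactive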
# RAD52 inh = blocks human RAD52 DNA annealing | recombinant RAD52 DNA annealing, FRET fluorescence | AID 651710 | hit rate 0.46% among 360,000 | inhibition, % at 18.7 µM;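 active = every replicate showing at least 50% inhibition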
# Target sequence (P43351 whole entry, looked up): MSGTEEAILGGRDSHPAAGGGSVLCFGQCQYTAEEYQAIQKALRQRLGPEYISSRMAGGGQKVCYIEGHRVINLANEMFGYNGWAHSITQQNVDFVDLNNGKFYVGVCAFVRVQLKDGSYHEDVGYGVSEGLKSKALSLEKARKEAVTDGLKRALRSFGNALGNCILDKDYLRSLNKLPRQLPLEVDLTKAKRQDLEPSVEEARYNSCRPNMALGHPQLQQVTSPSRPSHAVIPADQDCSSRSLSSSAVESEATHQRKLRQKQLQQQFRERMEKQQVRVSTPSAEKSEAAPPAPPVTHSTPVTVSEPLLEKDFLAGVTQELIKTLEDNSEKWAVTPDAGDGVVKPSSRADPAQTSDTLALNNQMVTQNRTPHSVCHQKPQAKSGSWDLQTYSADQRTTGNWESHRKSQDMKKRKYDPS
# Cneo AK release = Cryptococcus neoformans lysis via adenylate kinase release | C. neoformans lysis, adenylate kinase release luminescence, 4 h; normalised: neutral wells 0, clomiphene wells 100 | lysis activity, % at 15 µM | hit rate 0.2% among 360,000 | AID 651654;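 active = mean lysis activity across replicates of at least 80%, whatever share of replicates individually reach that level; inactive = mean lysis activity below 80%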
#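 Schedule: static 4 h at 37 °C with compound, 1 h detection; system: C. neoformans cells; benchmarks: Clomiphene as positive control; buffer or medium: fresh YPD medium; measure: luminescence rise reflecting yeast cell lysis; measured by: luminescent adenylate kinase detection reagent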
# * = called active by the depositor; · = no result given; [ ] = dose if it differs, or a comment. Compounds were not picked by outcome; overall some 1.4% were active at least once.
# The first two entries as a preview:
SMILES,E-sel inducer,miR-122 sensor,PglD DTNB,RAD54 inh,ERAP1 inh,PGC1a acetyl inh,RAD52 inh,Cneo AK release
CC(=O)Nc1ccc(S(=O)(=O)N2CCC(=O)Nc3ccccc32)cc1,·,4,·,·,4,7,-2,·
CCOc1ccc(CCNS(=O)(=O)c2cn(C)cn2)cc1OCC,0.3,1,6,-11,-2,5,-4,0

# All compounds of this part, repeating the preview:
SMILES,E-sel inducer,miR-122 sensor,PglD DTNB,RAD54 inh,ERAP1 inh,PGC1a acetyl inh,RAD52 inh,Cneo AK release
CC(=O)Nc1ccc(S(=O)(=O)N2CCC(=O)Nc3ccccc32)cc1,·,4,·,·,4,7,-2,·
CCOc1ccc(CCNS(=O)(=O)c2cn(C)cn2)cc1OCC,0.3,1,6,-11,-2,5,-4,0
O=C(c1cnccn1)N1CCN(S(=O)(=O)c2cccc(Cl)c2)CC1,-0.2,-2,·,·,-1,3,-4,·
C[C@H]1CN([C@@H](C)CO)C(=O)c2ccccc2-c2ccccc2CO[C@H]1CN(C)C(=O)Nc1cccc(F)c1,-0.4,·,3,-1,3,-7,0,2
CNC(=O)CSCCn1c(SCC(=O)NC)nc2ccccc2c1=O,·,8,-1,-11,·,·,·,1
COc1ccc(N2CCN(C(=O)CSc3nnc4c(C)cc5ccc(C)c(C)c5n34)CC2)cc1,·,-10,-5,2,·,·,·,-1
CCN1CCN(c2c(Cl)cccc2NC(=O)c2cccs2)CC1,-0.6,-4,-5,5,4,·,-10,3
Cc1ccc2nc(NCC(=O)NN)nc(-c3ccccc3)c2c1,0.1,-4,-2,-2,1,2,-13,-4
COc1ccc(S(N)(=O)=O)cc1C(=O)OCC1CCCCC1,0.4,-7,5,4,-1,-2,-8,0
C[C@@H]1CN([C@@H](C)CO)C(=O)c2cc(NC(=O)CCC(F)(F)F)ccc2O[C@@H]1CN(C)Cc1ccc(Cl)c(Cl)c1,-0.7,2[16.7 µM],-2,-5,2,-9,5,-9
Cc1cccc(C)c1NC(=S)NCc1ccccc1,2.7,25,2,2,4,·,-8,1
COc1ccc(S(=O)(=O)N2CCc3ccccc32)cc1OC,-0.1,5,2,0,-2,-19,-32,-1
Nc1nc(SCC(=O)NCc2ccccc2)[nH]c(=O)c1NC(=O)c1ccccc1F,·,-11,1,-1,·,8,·,0
C[C@@H]1CN([C@H](C)CO)S(=O)(=O)c2ccc(C3=CCCC3)cc2O[C@@H]1CN(C)C(=O)C1CCOCC1,1.0,-34[16.7 µM],-2,1,3,-8,10,-5
Cc1ccc(N2C(=O)C3C4C=CC(C4)C3C2=O)cc1 (stereo not given),·,-4,-7,-7,·,-1,·,-2
COc1ccncc1-c1ccc(C2=CC(=O)CC(C)(C)C2=O)cc1,-0.4,2,-5,3,-2,4,-18,-3
O=S1(=O)CC(O)C(Nc2ccccc2Cl)C1 (stereo not given),·,-1,2,-7,·,-9,·,1
O=C(Nc1ccccc1)N(Cc1cccnc1)Cc1ccco1,·,-8,-4,-1,·,3,·,0
CCCc1cc(C(=O)Nc2c(C)n(C)n(-c3ccccc3)c2=O)no1,2.7,-1,0,10,·,9,-25,-1
Cc1noc(C)c1S(=O)(=O)Nc1ccc2c(c1)C(=O)N([C@H](C)CO)C[C@H](C)[C@H](CN(C)Cc1ccc(C(=O)O)cc1)OCCCC[C@H](C)O2,0.6,10[16.7 µM],10,-5,-6,0,22,-1
CCOC(=O)c1ccc(CNC(=O)CSc2nnc(-c3ccncc3)o2)cc1,-0.3,4,-4,8,0,-1,-5,-3
CCOC(=O)C(O)(C1C(=O)CC(C)(C)CC1=O)C(F)(F)F (stereo not given),·,3,-13,-4,·,-6,·,-1
Cc1ccccc1-c1nnn(CC(=O)NCc2ccc3c(c2)OCO3)n1,·,-1,2,-10,·,1,·,-1
Cc1ccc(-c2csc3ncnc(N4CCN(c5ccccc5O)CC4)c23)cc1,·,·,-1,-1,0,-9,-36,6
CC(=O)Nc1c(C(=O)c2ccc(F)cc2)oc2ccccc12,·,-5,3,-1,·,-8,·,2

# Next structures
SMILES,E-sel inducer,miR-122 sensor,PglD DTNB,RAD54 inh,ERAP1 inh,PGC1a acetyl inh,RAD52 inh,Cneo AK release
Cc1nnc(SCC(=O)N2CCN(Cc3ccccc3)CC2)s1,·,-23,-1,-3,-3,-13,-1,-1
CCN1C(=O)[C@@H]2[C@@H]3CN(S(=O)(=O)c4ccc(C)cc4)[C@@H](c4ccccc4)[C@@H]3C(=O)C[C@@H]2C1=O,0.0,-1,-2,-18,-3,18,-15,0
Cc1ccccc1-n1c(Cn2c(=O)sc3ccccc32)nnc1SC(C)C,-0.8,-1,-3,2,6,-12,-3,6
CN(Cc1ccccc1)S(=O)(=O)c1ccc(Cl)c(C(=O)NCCc2ccccn2)c1,7.3,-1,1,-10,-4,-3,-9,0
Cc1cc(C)cc(OCC(=O)Nc2cccc(S(=O)(=O)NC3=NCCC3)c2)c1,-0.7,·,4,2,1,-2,-3,-2
COC(=O)CCCSc1nccn1-c1ccccc1,0.1,·,·,·,-1,-12,-9,·
C[C@H]1CN([C@@H](C)CO)C(=O)c2cc(-c3cccnc3)cnc2O[C@@H]1CN(C)Cc1ccc(Oc2ccccc2)cc1,-2.8,-5[16.7 µM],-5,-9,-2,-18,0,0
C[C@@H]1CN([C@H](C)CO)C(=O)c2cccc(NC(=O)C3CC3)c2O[C@@H]1CN(C)C(=O)Nc1cccc2ccccc12,-0.4,-8[16.7 µM],4,6,-3,·,17,5
O=C(O)C1=C(Nc2ccccc2)OCC1=O,-0.1,·,-1,-6,2,·,-5,-1
CCOC(=O)C1(Cc2ccc(OC)cc2)CCN(C(=O)CCN2CCCC2=O)CC1,-0.4,-5,1,-8,·,0,4,-1
CCOC(=O)C1=C(COC(=O)C2(C)CC2(Cl)Cl)NC(=O)NC1c1ccccc1 (stereo not given),·,-7,2,6,-4,14,-14,2
C/C=C/c1ccc2c(c1)O[C@@H](CN(C)C(=O)CN(C)C)[C@H](C)CN([C@@H](C)CO)S2(=O)=O,-0.2,3[16.7 µM],0,-2,-1,-15,-6,-2
CC1CCC(NC(=O)CCS(=O)(=O)c2ccc3c(c2)NC(=O)CO3)CC1 (stereo not given),·,-3,0,8,-2,1,1,4
Cc1noc(C)c1NC(=O)N(C)C[C@H]1Oc2ccc(NS(=O)(=O)c3ccc(Cl)cc3)cc2CC(=O)N([C@H](C)CO)C[C@@H]1C,1.3,-6[16.7 µM],2,-4,-1,4,-8,-13
CCOc1ccc(-c2nc(S(=O)(=O)c3ccccc3)c(N3CCC(C(N)=O)CC3)o2)cc1,1.3,·,1,-5,-5,·,-3,19
CCCNC(=O)[C@@H]1[C@@H](CO)[C@@H]2Cn3c(ccc(-c4ccccc4)c3=O)[C@H]1N2C(=O)CC1CC1,-0.3,3[16.7 µM],-12,-16,-1,·,13,46
CCCCNC(=O)CCn1c(=O)c2ccccc2n(CC(=O)N2CC(C)CC(C)C2)c1=O (stereo not given),·,-2,6,3,·,13,·,-3
CCn1cc(CN2CCC(C(=O)Nc3ccc(Oc4cccnc4)cc3)CC2)cn1,-0.1,-5,-6,-1,0,7,8,-1
Cc1ccc(C)c(NC(=O)C2(C)CCN2C(C)C)c1 (stereo not given),-0.1,-5,6,3,2,4,3,-2
CSCCC(NC(=O)/C(=C/c1ccco1)NC(=O)c1ccco1)C(=O)O (stereo not given),4.8,3,-2,-2,3,9,-30,4
O=C(c1csc2c1CCCC2)N1CCCCC1,·,-4,4,-9,·,·,·,-2
Cc1ccc(S(=O)(=O)N(CC(=O)O)Cc2ccccc2)cc1,·,3,·,·,-2,4,3,·
CC(C)C#Cc1ccc2c(c1)O[C@H](CN(C)S(=O)(=O)c1cn(C)cn1)[C@@H](C)CN([C@H](C)CO)S2(=O)=O,0.2,45[16.7 µM],-3,1,5,6,8,1
Cc1ccccc1CC(=O)NC1CCN(Cc2ccccc2)CC1,·,3,4,-11,0,8,-8,1
CN1CCCCN2[C@H](CO)[C@H](c3ccc(C#CC4(O)CCCC4)cc3)[C@@H]2C1,-0.2,-1[16.7 µM],0,-18,1,6,4,2

# (list continues)
SMILES,E-sel inducer,miR-122 sensor,PglD DTNB,RAD54 inh,ERAP1 inh,PGC1a acetyl inh,RAD52 inh,Cneo AK release
CN(C)CCCN(C(=O)c1ccc(S(=O)(=O)N2CCc3ccccc32)cc1)c1nc2ccc(Cl)cc2s1,·,·,5,9,-1,·,-20,5
COc1cc(CNCc2c[nH]c3ccccc23)cc(OC)c1,6.0,·,·,·,-2,2,-5,·
COc1ccc(NC(=S)Nc2nc(CC(=O)Nc3ccccc3OC)cs2)cc1,·,11,1,-1,·,-15,·,-3
CSc1nc(N)nc2c1ncn2Cc1ccccc1,-0.5,-3,1,7,1,-13,-14,-3
CCCNC(=O)C[C@@H]1C[C@H]2c3cc(NS(=O)(=O)c4ccc(F)cc4)ccc3O[C@H]2[C@H](CO)O1,-0.2,-3[16.7 µM],1,-2,-1,0,-3,0
O=C1C=C(c2cc(C(F)(F)F)cc(C(F)(F)F)c2)C[C@@H](c2ccc(Cl)cc2)C1,0.0,·,1,-10,0,·,-8,-1
C[C@@H]1CN([C@@H](C)CO)C(=O)c2cc(NS(=O)(=O)c3ccc(Cl)cc3)ccc2O[C@H]1CN(C)Cc1ccccc1,·,26[16.7 µM],1,2,2,5,13,-4
CN(C(=O)c1cc(COc2ccc(F)cc2Cl)on1)C1CCCc2ccccc21 (stereo not given),·,8,0,-7,3,-6,-12,1
O=[N+]([O-])c1ccccc1Nc1ccc(O)cc1,·,-4,8,2,6,-7,7,-5
O=C(NC(=S)Nc1ccccc1C(=O)O)c1ccc2ccccc2c1,1.0,-5,·,·,·,5,-20,·
COc1cc2[nH]c3c(=O)n(CCN4CCCCC4)cnc3c2cc1OC,·,-2,-2,55*,·,7,·,0
CC(=O)Nc1cccc(C(=O)Nc2cccc3ncccc23)c1,0.2,-1,-1,-10,3,14,-9,0
CC(C)OC(=O)CSc1nnc(SCc2cccc3ccccc23)s1,·,-4,-3,2,·,-3,·,0
C[C@@H]1[C@H](O)C[C@@]23COC(=O)C2=CCC[C@@H]3[C@@]1(C)CC/C(=C/CO)CO,·,-6,0,-2,-2,-4,-2,1
COc1ccc(C(=O)CC(=O)C(=O)Nc2cc(C)ccc2C)cc1,2.3,0,-1,-14,1,6,-41,0
CCOC(=O)Nc1sc(C)c(C)c1C(N)=O,·,-2,-5,-6,-6,8,-4,1
CC(C)NC(=O)Nc1ccc2c(c1)C(=O)N(C)[C@H]1CC[C@@H](CC(=O)NCc3ccc(F)cc3)O[C@@H]1CO2,-0.1,·,-1,-1,0,·,2,3
COc1cc2c(cc1OC)-c1cc(NCc3ccccn3)nc(=O)n1CC2,·,-7,-2,-15,·,6,·,0
CC(C)NC(=O)C1CCCN(S(=O)(=O)c2cccc3nonc23)C1 (stereo not given),·,·,-2,4,4,·,-35,0
Cc1cc(S(=O)(=O)NC(C)C)ccc1OCC(=O)N1CCOCC1,·,·,5,2,·,5,·,1
COCCN(C(=O)COC(=O)/C=C/c1nc2ccccc2s1)c1c(N)n(Cc2ccccc2)c(=O)[nH]c1=O,-2.5,-7,-3,4,1,7,-9,4

# Exported with values under each structure: part of the list above.
# Values run as follows: E-sel inducer, miR-122 sensor, PglD DTNB, RAD54 inh, ERAP1 inh, PGC1a acetyl inh, RAD52 inh, Cneo AK release
Cc1cc(C)cc(OCC(=O)Nc2cccc(S(=O)(=O)NC3=NCCC3)c2)c1
 : -0.7, ·, 4, 2, 1, -2, -3, -2
COc1ccc(S(N)(=O)=O)cc1C(=O)OCC1CCCCC1
 : 0.4, -7, 5, 4, -1, -2, -8, 0

# Compound activity as filed in PubChem BioAssay.
